# HPDE-C7K KRASV12: viability loss of HPDE-C7K cells – cell-based, fluorescence, HTS, primary screen (AID 431) | HPDE-C7K KRASV12 cells, Alamar Blue viability, 48 h; higher % means a stronger effect | cytotoxicity, % at 10 µM; hits with a dose series show EC50 in µM | hit rate 1.7% among 63,000;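 active = compounds whose percent cytotoxicity in the single-dose primary screen, scaled between solvent and toxic-drug controls, exceeds 50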;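 also: 0% = DMSO solvent wells and 100% = doxorubicin-treated wells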
# Alkaline phosphatase: human TNAP enzyme inhibitors, biochemical, luminescent (AID 518) | purified TNAP enzyme, luminescent substrate readout; higher % means a stronger effect | inhibition, % at 20 µM; hits with a dose series show IC50 in µM | hit rate 0.09% among 64,000; in the data active = a potency from the dose series; inactive = the rest, 99 in 100 with inhibition below about 22%;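 also: plate controls were vehicle for no effect and reference inhibitor for full effect; many of its hits are not listed in these tables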
# MK inhibit: inhibitors of Streptococcus pneumoniae mevalonate kinase; purified MK, PK/LDH-coupled NADH absorbance 340 nm; inhibition, % at 10 µM; hit rate 0.48% among 65,000; AID 555;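 active = ranked among the strongest by inhibition in the single 10 µM screen, a fixed top-ranked set picked for dose follow-up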; also: no value below 0 was filed
# HT1080 cytotoxicity: cytotoxicity in HT1080 fibrosarcoma cells, cell-based, fluorescence readout (AID 620); HT1080 viability, fluorescence; higher % means a stronger effect; cytotoxicity, % at 10 µM; hits with a dose series show EC50 in µM; hit rate 0.42% among 87,000;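 also: cells exposed to compound overnight then 4 h with Alamar Blue; 0% = vehicle DMSO and 100% = killing control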
# HPDE-C7 viability: HPDE-C7 pancreatic duct cell viability loss – fluorescence, HTS (AID 430); HPDE-C7 pancreatic duct cells viability, fluorescence; higher % means a stronger effect; one-dose cytotoxicity, % at 10 µM; EC50 in µM for titrated hits; hit rate 1.8% among 63,000;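 also: cells exposed to compound for 48 hours before viability readout; 0% = vehicle and 100% = reference cytotoxic drug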
# LYP phosphatase: LYP phosphatase inhibitors, primary screen, biochemical, DiFMUP fluorescence, recombinant catalytic domain, 10 µM (AID 606) | one-dose inhibition, % at 10 µM; IC50 in µM for titrated hits | recombinant LYP catalytic domain, DiFMUP fluorescence; higher % means a stronger effect | 52,000 tested, under 10 active;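 active = IC50 under 40 µM in the dose-response test; inactive = IC50 of 40 µM or more, or never dose-tested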
# Bfl-1 displacement: Bfl-1 inhibitors, primary screen, biochemical, fluorescence polarization, FITC-Bid, mouse (AID 432); FITC-Bid BH3 peptide fluorescence polarization displacement; higher % means a stronger effect; hit rate 0.02% among 64,000; one-dose displacement, % at 20 µM; IC50 in µM for titrated hits; in the data active = a potency from the dose series; inactive = the rest, 99 in 100 with displacement below about 15%; also: strong numbers were not always called active
# Spn DPM-DC inh: inhibitors of Streptococcus pneumoniae diphosphomevalonate decarboxylase. calls only at 10 µM. purified DPM-DC, PK/LDH coupled NADH fluorescence. hit rate 0.49% among 65,000;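 active = the 320 compounds with the highest percent inhibition in the single-dose primary screen, excluding strongly autofluorescent ones, cut at about 32% in these data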;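 also: kinetic rate of NADH fluorescence loss reporting ADP formed by the decarboxylase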
# Spn PMK inh: blocks S. pneumoniae phosphomevalonate kinase; purified PMK, PK/LDH-coupled NADH absorbance 340 nm; inhibition, % at 10 µM; hit rate 0.49% among 65,000;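 active = top-ranked compounds by inhibition in the single 10 µM screen, taking a fixed number of the strongest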;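 also: 0% = full reaction with DMSO carrier and 100% = background rate without enzyme reaction; no value below 0 was filed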
# Spn PMK inh pilot replicates: second read-out of Spn PMK inh, no call of its own (marks repeat the call); inhibition, %; measured here: pilot screen replicates
# MK inhibit pilot replicates: recorded beside MK inhibit, whose call it bears; inhibition, %; measured here: pilot screen replicates
# Spn DPM-DC inh pilot screen %: recorded beside Spn DPM-DC inh, whose call it bears; inhibition, %; measured here: pilot screen trials
# * hit, by the source's call; i = inactive; nt = not tested or not shown. Rule as the data show it, unless noted: active = cytotoxicity above about 50%; inactive = the rest.
SMILES,HPDE-C7K KRASV12,Alkaline phosphatase,MK inhibit,HT1080 cytotoxicity,HPDE-C7 viability,LYP phosphatase,Bfl-1 displacement,Spn DPM-DC inh,Spn PMK inh,others
CCC(c1nnnn1Cc1ccco1)N(CCN1CCOCC1)Cc1cc2cc(C)ccc2[nH]c1=O (stereo not drawn),5.8%,4.1%,6.0,-1.0%,2.3%,0.8%,5.6%,i,9.0,
CCCCn1ccnc1C(=O)c1ccc(S(=O)(=O)N(CCOC)CCOC)cc1,-8.6%,4.4%,6.0,2.3%,-6.3%,4.1%,-4.0%,i,17.0,
CCN(CC)c1ccc(C2C(C(=O)OCCOC)=C(C)NC3=C2C(=O)CC(C)(C)C3)cc1 (stereo not drawn),-3.3%,11.5%,8.0,4.9%,-10.5%,nt,-4.2%,i,8.0,
Cc1noc(C)c1S(=O)(=O)N(CC(=O)NCc1ccc(Cl)cc1)c1ccc2c(c1)OCO2,-9.1%,3.4%,6.0,0.6%,-14.7%,nt,2.1%,i,13.0,
O=C(Nc1ccc(N2CCN(c3ccc(O)cc3)CC2)cc1)Oc1ccccc1,65.7%*,8.3%,13.0,10.4%,50.7%*,-7.7%,4.9%,i,11.0,
Cc1ccc(CC23CN4CCN(CC(C4)C2O)C3)c(C)c1 (stereo not drawn),14.3%,17.6%,12.0,9.8%,5.7%,9.4%,-1.0%,i,0.0,Spn PMK inh pilot replicates=6.5;MK inhibit pilot replicates=2.5;Spn DPM-DC inh pilot screen %=0.5
O=C(C(c1ccccc1)c1ccccc1)N(Cc1ccco1)C1CCS(=O)(=O)C1 (stereo not drawn),-15.4%,6.4%,0.0,-4.4%,-4.6%,6.0%,-4.9%,i,10.0,
O=C(Nc1ccc(Cl)c(C(F)(F)F)c1)C1CCCN(S(=O)(=O)c2cnc[nH]2)C1 (stereo not drawn),19.8%,14.1%,6.0,-0.9%,17.2%,10.9%,1.4%,i,15.0,
O=P(O)(CCc1ccncc1)CN1CCCCC1,3.6%,5.1%,7.0,-7.5%,11.7%,2.7%,-3.4%,i,6.0,
N#Cc1c(N2CCCC2)nc(N)c2c(N)nc(N3CCCC3)cc12,-2.8%,6.6%,3.0,0.4%,1.9%,2.6%,18.0%,nt,5.0,Spn PMK inh pilot replicates=2.0;MK inhibit pilot replicates=0.5
CCc1nnc(NC(=O)c2cccc(C(=O)Nc3nnc(CC)s3)n2)s1,53.1%*,17.0%,2.0,4.9%,52.5%*,9.4%,-0.1%,i,7.0,Spn PMK inh pilot replicates=1.0;MK inhibit pilot replicates=0.0;Spn DPM-DC inh pilot screen %=3.5
CCOC(=O)C1CCCN(C(=O)CN2CCN(Cc3ccc(Cl)cc3)C2=O)C1 (stereo not drawn),-9.1%,-0.3%,5.0,nt,-28.3%,10.7%,2.3%,i,0.0,
O=C(C1CCC(Cn2c(=O)[nH]c3ccccc3c2=O)CC1)N1CCN(c2ccccc2)CC1 (stereo not drawn),-3.0%,-2.6%,5.0,-3.8%,-21.3%,nt,-2.4%,i,2.0,
Cc1cc(Nc2ccc(Br)cc2F)n2ncnc2n1,-3.0%,-6.5%,6.0,-3.9%,-13.3%,8.4%,0.9%,i,5.0,
COc1cc(C)nc(N2CCCC(C(=O)Nc3cccc(Cl)c3C)C2)n1 (stereo not drawn),6.1%,5.1%,10.0,-1.4%,-1.6%,17.0%,-8.8%,i,3.0,
COc1cccc(N(CC(=O)Nc2cccc(F)c2)S(C)(=O)=O)c1,-21.2%,4.9%,6.0,7.0%,-5.7%,0.5%,-0.7%,i,3.0,
O=C(Nc1ccncc1)C1(c2ccccc2)CCCC1,2.6%,7.4%,11.0,-2.1%,-11.2%,8.3%,-9.0%,i,13.0,
Cc1ccc(CNC(=O)C2CCC(=O)N2C2CCCCC2)cc1 (stereo not drawn),-7.6%,2.6%,6.0,2.9%,-6.6%,-3.9%,1.2%,i,21.0,
COc1ccc2nc(NS(=O)(=O)c3ccc(NC(C)=O)cc3)sc2c1,8.6%,11.3%,10.0,-9.5%,1.9%,-1.6%,-4.1%,i,7.0,
CC(=O)Oc1cc2c(C(=O)NCc3ccncc3)c(C)oc2c2ccccc12,-0.8%,5.3%,0.0,nt,-9.6%,9.1%,-1.7%,i,9.0,
COc1ccccc1CNC(=O)c1nnc(Cc2ccc(Cl)cc2)o1,5.8%,9.0%,2.0,-2.3%,2.9%,18.1%,7.8%,i,12.0,
CCOC(=O)C1CCN(C(=O)CSc2n[nH]c(=O)[nH]c2=O)CC1,19.3%,13.0%,0.0,-1.9%,9.8%,4.7%,-1.3%,i,16.0,Spn PMK inh pilot replicates=4.5;MK inhibit pilot replicates=0.0;Spn DPM-DC inh pilot screen %=0.0
CC(C)c1ccc(NC(=O)C2CC(=O)N(C(C)C)C2)cc1 (stereo not drawn),-13.9%,8.3%,8.0,-0.3%,-15.3%,13.9%,-0.3%,i,0.0,Spn PMK inh pilot replicates=3.0;MK inhibit pilot replicates=1.0;Spn DPM-DC inh pilot screen %=1.5
O=C(Cn1cc2c(n1)CCCC2)NCc1cccs1,5.8%,2.8%,5.0,3.9%,-5.4%,12.5%,-6.2%,i,6.0,
COc1cc(N=c2ssnc2Cl)cc(OC)c1,-4.0%,14.5%,29.0,-3.4%,-3.9%,nt,-0.8%,i,1.0,Spn PMK inh pilot replicates=4.0;MK inhibit pilot replicates=1.0;Spn DPM-DC inh pilot screen %=2.0
On1onc2c3cc(-c4ccccc4)nc3ccc21,9.83µM*,15.1%,0.0,nt,4.16µM*,10.6%,-1.0%,i,0.0,
CCOc1ccc(NC(=O)c2cccnc2C(=O)O)cc1,7.9%,7.2%,0.0,-5.5%,1.7%,-4.0%,-0.2%,i,15.0,
COc1ccccc1OCC(=O)NCc1cccs1,-36.2%,-10.1%,5.0,1.5%,-26.7%,nt,-1.1%,i,13.0,
CC(=O)n1nc2nc(C)cc(C)c2c1N,-15.1%,-3.3%,5.0,-0.6%,-6.1%,nt,-4.4%,i,16.0,
C=CCn1c(COC)nnc1SCC(=O)c1ccc(F)cc1,-4.4%,9.6%,11.0,3.0%,-1.0%,11.7%,-2.5%,i,2.0,
COc1cc(C2=NOC(C(=O)NCc3ccc(F)cc3)C2)cc(OC)c1OC (stereo not drawn),55.1%*,5.0%,4.0,64.5%*,63.4%*,-4.1%,-7.2%,i,12.0,Spn PMK inh pilot replicates=0.0;MK inhibit pilot replicates=1.0;Spn DPM-DC inh pilot screen %=1.0
Cc1nc(N2CCC3(CC2)OCCO3)c2nnn(Cc3ccccc3F)c2n1,6.4%,4.7%,7.0,32.9%,-9.4%,5.6%,-10.0%,i,1.0,
O=C1c2ccccc2C(=O)N1CCCn1c(=O)oc2ccccc21,-1.8%,1.6%,10.0,4.3%,8.4%,-6.7%,2.0%,i,13.0,
CC1CCCC(NC2CCCCNC2=O)C1 (stereo not drawn),7.3%,-5.5%,0.0,-8.4%,-4.1%,nt,-6.5%,i,1.0,
CCOC(=O)Cc1csc(NC(=O)CSc2nnc(C(C)C)n2CC)n1,-13.3%,14.4%,4.0,-8.0%,-21.9%,12.1%,1.9%,i,13.0,Spn PMK inh pilot replicates=1.5;MK inhibit pilot replicates=0.0;Spn DPM-DC inh pilot screen %=0.5
COc1ccc(Cn2c(-c3ccco3)nc3oc4cc(OC)ccc4c(=O)c3c2=O)cc1,9.0%,12.8%,5.0,18.3%,19.0%,16.2%,-26.3%,i,8.0,
C=CCNc1oc(-c2ccc(OC)cc2)nc1C#N,2.6%,6.5%,3.0,-8.4%,-3.3%,2.7%,-2.9%,nt,3.0,
CC(=O)Nc1nonc1C(=O)N1CCC(C)CC1,1.9%,-1.9%,5.0,-3.1%,2.6%,7.8%,-7.3%,i,2.0,
CC1=CS/C(=C(/C#N)C(=O)N2CCOCC2)N1c1ccccc1,-13.9%,4.9%,4.0,7.3%,-6.5%,6.7%,-3.4%,i,13.0,
O=C(CCN1CCc2ccccc2C1)Nc1ccc2c(c1)OCO2,-0.3%,8.9%,8.0,4.1%,2.3%,4.7%,-3.4%,i,11.0,Spn PMK inh pilot replicates=0.0;MK inhibit pilot replicates=0.0;Spn DPM-DC inh pilot screen %=0.0
COc1ccc(S(=O)(=O)N(C)CC(=O)N2CCC(C(N)=O)CC2)cc1Cl,-0.5%,14.7%,8.0,-2.2%,3.2%,-9.2%,-1.5%,i,7.0,
Cc1ccc(S(=O)(=O)Cn2nnnc2C(c2ccccc2)N2CCN(c3ncccn3)CC2)cc1 (stereo not drawn),4.7%,5.9%,7.0,-19.1%,8.1%,4.2%,-6.9%,i,5.0,
O=C1c2cccnc2C(=O)N1C1CCCCC1,-12.1%,-4.1%,0.0,3.1%,-10.6%,-4.2%,1.9%,i,14.0,
Cc1ccc(-c2nc3ncccn3c2Nc2ccc3c(c2)OCCO3)o1,8.8%,4.7%,0.0,nt,-4.0%,8.2%,-5.2%,i,15.0,
CC1CN(Cc2nc3c(c(=O)n(C)c(=O)n3C)n2CCN2CCOCC2)CC(C)O1 (stereo not drawn),3.9%,4.6%,5.0,27.0%,4.6%,15.5%,-0.9%,i,4.0,
COc1cccc(-n2cnc3scc(-c4cccs4)c3c2=O)c1,-10.6%,2.4%,6.0,-0.7%,-17.8%,3.8%,-2.3%,i,4.0,
O=C(CSc1nnc(-c2ccco2)n1Cc1ccco1)N1CCOCC1,-24.7%,8.8%,8.0,2.9%,-12.3%,nt,-7.3%,i,11.0,
CCCS(=O)(=O)N1CCC(C(=O)NC2CCCCC2C)CC1 (stereo not drawn),-3.5%,-2.4%,0.0,-2.6%,1.0%,-2.3%,-0.1%,i,5.0,
CCc1nnc(NC(=O)CSc2nnc(-c3ccco3)n2CC)s1,-6.7%,8.7%,11.0,-7.0%,0.0%,7.3%,-6.8%,i,18.0,
CN1CCN(CCC(=O)Nc2cccc(F)c2)CC1,-10.3%,10.4%,8.0,3.9%,-6.1%,9.7%,-1.7%,i,11.0,

# Bioassay records (PubChem)
